RAD52 anneal inh = inhibitors of human RAD52 DNA annealing; 360,000 tested, 0.46% active; P43351; recombinant RAD52 DNA annealing, FRET fluorescence; AID 651710; inhibition, % at 18.7 µM;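 active = every replicate showing at least 50% inhibition; inconclusive = mean inhibition at least 50% but not in every replicate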
INS-1E GSIS act = GLuc luminescence reporter in INS-1E cells, primary screen for activators of glucose-dependent secretion of insulin | INS-1E GLuc reporter insulin secretion, 2-3 h | activation, % at 16.6 µM | 370,000 tested, 0.61% active | AID 743287;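 active = lowest replicate activation of at least 40%, so every replicate reaches that level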;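 also: 0% = median of neutral control wells and 100% = median of IBMX positive control wells; some compounds called inactive have numbers as strong as hits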
XiGFP reactiv = X-chromosome reactivation activator; XiGFP mouse fibroblasts, % GFP-positive cells imaging, 3 d; cells co-treated with 5-aza-dC sensitizer; scaled so ellipticine positive control = 100%; activation, % at 7.58 µM; 360,000 tested, 0.055% active; AID 743238;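 active = mean normalized replicate activation at least 10% and every replicate at or above 10%; inconclusive = only one of the two criteria met; inactive = mean below 10% and not all replicates reach 10%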;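 also: 0% = median of on-plate neutral control wells and 100% = ellipticine 6 µM median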
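Assay system – SV40-immortalized XiGFP fibroblast cells, line 68-5-11 · Buffer or medium – DMEM supplemented with 5-aza-dC as sensitizing agent · Dosing – one concentration, pinned · Benchmarks – positive control ellipticine, 6 µM final · Times – 3 days compound exposure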
DENV2 CPE rescue = inhibitors of DENV2 cytopathic effect. DENV2-infected cells, cytopathic effect rescue, plate reader. CPE inhibition, % at 9.99 µM. 350,000 tested, 1.7% active; in the data active = CPE inhibition above about 20%, passing the limit was not always enough; inconclusive = no clear call, values can overlap the other calls; tested in BHK-21 cells;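 also: 0% = median of neutral control wells and 100% = median of positive control wells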
E-selectin induc = induces E-selectin expression in human endothelial cells | P16581 | HUVEC E-selectin immunofluorescence imaging; normalized: neutral wells 0, TNF-alpha wells 100 | activation, % at 7.58 µM | 260,000 tested, 0.37% active | AID 686992;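 active = mean E-selectin-positive cell signal at least 10% of the positive control, reached in at least 60% of replicates, without over 20% cell loss; inconclusive = no rule given, readout overlaps actives, possibly toxicity-flagged; inactive = the rest, including those meeting only one limit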;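 also: in these data hits start at about 27%; measured in HUVEC primary endothelial cells; signal is the percent of cells scored E-selectin positive by PE staining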
Target sequence (P16581 whole entry, looked up): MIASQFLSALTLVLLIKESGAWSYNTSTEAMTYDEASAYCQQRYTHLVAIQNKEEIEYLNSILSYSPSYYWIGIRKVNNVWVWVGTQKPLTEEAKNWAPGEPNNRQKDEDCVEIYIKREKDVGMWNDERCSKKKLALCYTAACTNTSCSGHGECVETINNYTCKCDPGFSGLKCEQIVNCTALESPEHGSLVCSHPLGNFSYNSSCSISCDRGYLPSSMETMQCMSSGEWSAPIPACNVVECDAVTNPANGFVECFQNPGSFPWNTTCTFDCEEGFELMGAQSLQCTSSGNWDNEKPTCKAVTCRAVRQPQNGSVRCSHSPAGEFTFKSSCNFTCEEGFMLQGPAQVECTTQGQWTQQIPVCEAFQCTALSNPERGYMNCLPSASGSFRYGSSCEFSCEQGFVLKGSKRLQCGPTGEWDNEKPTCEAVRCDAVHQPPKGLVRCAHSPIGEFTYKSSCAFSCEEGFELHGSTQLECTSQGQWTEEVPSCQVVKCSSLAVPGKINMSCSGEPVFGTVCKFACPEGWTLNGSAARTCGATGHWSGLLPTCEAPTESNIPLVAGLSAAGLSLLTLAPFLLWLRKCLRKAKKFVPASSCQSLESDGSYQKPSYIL
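Read-out basis: % PE-positive cells; Test system: HUVEC primary endothelial cells; Technique: immunofluorescence imaging; Dosing: single-point compound dose.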
RAD54 inh = inhibitors of human RAD54 branch migration | RAD54 Holliday junction branch migration, FAM/BHQ fluorescence | inhibition, % at 10.4 µM | 360,000 tested, 0.14% active | AID 602329;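 active = mean normalized replicate activity at least 40 and at least half of replicates scoring 40 or more; inconclusive = only one of the two criteria met; inactive = mean below 40 and under half of replicates reaching 40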;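 also: 0% = median of neutral control wells and 100% = median of positive control wells; inhibitors cause a drop in the FAM fluorescence signal; in these data hits start at about 50%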
CFTR F508del cor = correctors of CFTR F508del function in bronchial epithelial cells; CFBE cells, YFP halide quenching; stimulated with forskolin plus potentiator P3; % fluorescence drop versus neutral controls; activity (quench increase), % at 7.58 µM; 350,000 tested, 0.36% active; AID 720511;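 active = mean added fluorescence quench of at least 8% versus neutral control, with both replicates also reaching 8%; inconclusive = only one of the mean or replicate conditions met; inactive = mean below 8% and not both replicates reaching 8%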;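 also: cells transiently co-express mutant CFTR-F508del with the halide-sensitive YFP; corrector assay measuring rescue of mutant channel to the surface after 24 h compound exposure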
CASP6 VEID inh = inhibitors of human caspase-6 | P55212 | purified caspase-6, Z-VEID-R110 cleavage fluorescence | inhibition, % at 12.5 µM | 350,000 tested, 0.53% active;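 active = mean inhibition across replicates at least about 35%, with every replicate also reaching that limit, limit read from the data; inconclusive = only one of the two criteria met; inactive = neither criterion met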;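 also: 0% = median of neutral control wells and 100% = no fluorescence left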
Target sequence (P55212 24-179 limits assumed): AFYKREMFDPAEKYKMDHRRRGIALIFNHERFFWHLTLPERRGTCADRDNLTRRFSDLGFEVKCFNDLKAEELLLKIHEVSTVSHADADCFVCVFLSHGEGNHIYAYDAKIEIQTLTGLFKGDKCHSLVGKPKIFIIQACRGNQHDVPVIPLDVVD
Target sequence (P55212 194-293 limits assumed): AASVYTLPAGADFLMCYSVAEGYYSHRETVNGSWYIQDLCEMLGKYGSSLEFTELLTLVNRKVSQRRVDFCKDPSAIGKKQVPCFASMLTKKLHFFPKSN
* marks the source's active call; other numbers are inactive results; i = inactive; ? = inconclusive; · = no result given.

1: CCc1ccc(N2NC(=O)/C(=C/C=C/c3ccco3)C2=O)cc1
2: O=C(Cc1ccc(NC(=O)C2CCN(C(=O)C3CC3)CC2)cc1)Nc1cccc(C(=O)N2CCCCC2)c1
3: CN(CC(=O)Nc1cccc(F)c1)C(=O)c1ccc(OCC2CCCO2)cc1 (stereo not given)
4: O=C(CC(Nc1ccccc1)c1ccccc1)C1CC1 (stereo not given)
5: COc1cc(C(C)=O)ccc1OCC(O)CN1CCN(c2ccc(C)c(C)c2)CC1 (stereo not given)
6: C/C(=N\N(Cc1ccccc1)c1ccccc1)c1cccnc1
7: C[C@@H](NC(=O)C[C@@H]1CC[C@H]2[C@@H](COC[C@H](O)CN2Cc2cc(F)ccc2F)O1)c1ccccc1
8: COc1ccc(S(=O)(=O)Nc2ccc3c(c2)C(=O)N([C@@H](C)CO)C[C@H](C)[C@@H](CN(C)CC2CCCCC2)O3)cc1
Compound,1,2,3,4,5,6,7,8
RAD52 anneal inh,-5,-19,-6,1,-6,-1,-4,4
INS-1E GSIS act,·,-7,-1,28,-5,-53,1,2
XiGFP reactiv,2.6,-0.1,-0.1,-0.1,-0.1,0.4,0.3,-0.5
DENV2 CPE rescue,-9,-1,-7,8,3,0,1,-7
E-selectin induc,0.0,-0.2,-0.1,0.0,·,0.1,-0.1,-0.1
RAD54 inh,·,4,0,·,-16,·,-3,15
CFTR F508del cor,·,0.2,-0.1,-1.7,-1.7,1.3,0.3,0.5
CASP6 VEID inh,13,·,2,-5,-3,-1,1,1

9: C#CCNS(=O)(=O)c1ccc(F)cc1Br
10: CN(CC(=O)NC1CCCCC1)S(=O)(=O)c1cccc2cccnc12
11: COc1ccc(S(=O)(=O)N2C[C@H](O)COC[C@H]3O[C@H](CC(=O)N[C@@H]4CCN(Cc5ccccc5)C4)CC[C@@H]32)cc1
12: Cc1cc(NC(=O)CCCn2ccc([N+](=O)[O-])n2)n(Cc2ccc(F)cc2)n1
13: COC(=O)C[C@@H]1CC[C@H](NC(=O)c2ccc3c(c2)OCO3)[C@@H](CO)O1
14: O=C(CCn1c(=O)oc2ccccc21)NCc1ccco1
15: O=C(c1ccc2nc(-c3ccccc3)c(-c3ccccc3)nc2c1)N1CCCCC1
16: O=C1CN(S(=O)(=O)Cc2ccccc2)C[C@@H]2[C@@H](c3ccc(C#CC4CC4)cc3)[C@H](CO)N12
Compound,9,10,11,12,13,14,15,16
RAD52 anneal inh,-4,-22,-5,-2,-11,0,11,-27
INS-1E GSIS act,16,4,2,-47,4,-4,-28,0
XiGFP reactiv,-0.2,-0.1,0.5,0.1,0.0,-0.3,0.0,0.0
DENV2 CPE rescue,?,-1,-1,-5,-1,-3,-6,-7
E-selectin induc,·,·,-0.2,1.5,3.7,·,-1.3,0.4
RAD54 inh,-11,5,-3,·,·,3,·,·
CFTR F508del cor,-0.2,-1.5,2.1,-2.9,-6.3,2.3,2.9,5.2
CASP6 VEID inh,-1,-1,-1,1,43*,0,-1,-3

Rewritten with values under each structure: 2 of the compounds above
Order of results – RAD52 anneal inh | INS-1E GSIS act | XiGFP reactiv | DENV2 CPE rescue | E-selectin induc | RAD54 inh | CFTR F508del cor | CASP6 VEID inh
#1 CCc1ccc(N2NC(=O)/C(=C/C=C/c3ccco3)C2=O)cc1
  -5 | · | 2.6 | -9 | 0.0 | · | · | 13
#2 O=C(Cc1ccc(NC(=O)C2CCN(C(=O)C3CC3)CC2)cc1)Nc1cccc(C(=O)N2CCCCC2)c1
  -19 | -7 | -0.1 | -1 | -0.2 | 4 | 0.2 | ·

Further entries.
17: CC(=O)Nc1nc(C)nc(-c2ccccc2OC(C)=O)n1
18: CN(C(=O)COC(=O)/C=C/c1ccc(F)cc1)c1c(N)n(Cc2ccccc2)c(=O)[nH]c1=O
19: Cc1ccc2c(c1)C=CC(C)(C)S2=O (stereo not given)
20: CN1C(=O)c2cc(NC(=O)C3CCCCC3)ccc2OC[C@H]2O[C@@H](CC(=O)NCCc3ccncc3)CC[C@H]21
21: C=CCSc1nnc(NC(=O)CCN2C(=O)C3CC=CCC3C2=O)s1 (stereo not given)
22: c1ccc(CSc2nnc3ccc(-c4ccncc4)nn23)nc1
23: C[C@@H]1CN([C@@H](C)CO)C(=O)c2cccc(NC(=O)C3CCCCC3)c2O[C@H]1CN(C)Cc1ccc(C(=O)O)cc1
24: CCO[C@H]1OC(C(=O)NC2CC2)=C[C@@H](c2csc3ccccc23)[C@@H]1CCCO
Compound,17,18,19,20,21,22,23,24
RAD52 anneal inh,-16,-10,-5,-5,-3,-11,7,-2
INS-1E GSIS act,45*,4,18,-13,5,17,14,·
XiGFP reactiv,·,-0.1,0.2,-0.1,-0.1,-0.1,0.0,0.1
DENV2 CPE rescue,0,17,-8,5,-6,2,11,5
E-selectin induc,·,·,·,-0.1,3.6,·,2.7,-0.1
RAD54 inh,9,-14,·,-3,11,-4,1,-2
CFTR F508del cor,-0.9,6.1,0.4,-1.6,-1.5,0.5,-0.1,1.0
CASP6 VEID inh,2,-2,-8,0,0,-4,5,0

25: C[C@H]1CN([C@@H](C)CO)S(=O)(=O)c2ccc(Br)cc2O[C@@H]1CN(C)C(=O)C1CCCCC1
26: Cc1nc(-c2ccc(S(=O)(=O)Oc3ccc(Cl)cc3Cl)s2)cs1
27: C[C@H](CO)N1C[C@H](C)[C@H](CN(C)Cc2ccc(C(=O)Nc3ccccc3N)cc2)Oc2ccc(NS(=O)(=O)c3cn(C)cn3)cc2C1=O
28: O=C(Cc1ccc(Cl)cc1)Nc1cc(Cl)ccn1
29: C[C@@H]1CN([C@@H](C)CO)C(=O)c2cc(NC(=O)NC3CCCCC3)ccc2O[C@H]1CN(C)Cc1ccc(C(=O)Nc2ccccc2N)cc1
30: CC(=O)N1CCCCN2[C@H](C1)[C@@H](c1ccc(Br)cc1)[C@@H]2CO
31: CO[C@H]1CN(C)C(=O)c2cc(NS(=O)(=O)c3ccc(C)cc3)ccc2OC[C@H](C)N(C(=O)NC(C)C)C[C@@H]1C
32: CCCCOc1ccc(C(=O)NNC(=O)C2C3C=CC(C3)C2C(=O)O)cc1 (stereo not given)
Compound,25,26,27,28,29,30,31,32
RAD52 anneal inh,·,-26,16,-7,-21,i,-6,-7
INS-1E GSIS act,-19,-17,11,-28,1,8,-12,18
XiGFP reactiv,0.0,0.0,-0.7,0.0,-0.2,0.5,0.1,0.3
DENV2 CPE rescue,·,-2,8,-3,3,1,?,8
E-selectin induc,0.5,0.0,·,·,0.0,1.1,-0.1,-3.6
RAD54 inh,·,-21,4,·,·,-12,-3,-20
CFTR F508del cor,0.6,-1.1,-2.1,·,3.4,3.1,-0.1,0.3
CASP6 VEID inh,·,-4,3,3,0,-2,·,-1

Structural class: the compounds so far with four or more nitrogen atoms
2: O=C(Cc1ccc(NC(=O)C2CCN(C(=O)C3CC3)CC2)cc1)Nc1cccc(C(=O)N2CCCCC2)c1
12: Cc1cc(NC(=O)CCCn2ccc([N+](=O)[O-])n2)n(Cc2ccc(F)cc2)n1
17: CC(=O)Nc1nc(C)nc(-c2ccccc2OC(C)=O)n1
18: CN(C(=O)COC(=O)/C=C/c1ccc(F)cc1)c1c(N)n(Cc2ccccc2)c(=O)[nH]c1=O
20: CN1C(=O)c2cc(NC(=O)C3CCCCC3)ccc2OC[C@H]2O[C@@H](CC(=O)NCCc3ccncc3)CC[C@H]21
21: C=CCSc1nnc(NC(=O)CCN2C(=O)C3CC=CCC3C2=O)s1 (stereo not given)
22: c1ccc(CSc2nnc3ccc(-c4ccncc4)nn23)nc1
27: C[C@H](CO)N1C[C@H](C)[C@H](CN(C)Cc2ccc(C(=O)Nc3ccccc3N)cc2)Oc2ccc(NS(=O)(=O)c3cn(C)cn3)cc2C1=O
29: C[C@@H]1CN([C@@H](C)CO)C(=O)c2cc(NC(=O)NC3CCCCC3)ccc2O[C@H]1CN(C)Cc1ccc(C(=O)Nc2ccccc2N)cc1
31: CO[C@H]1CN(C)C(=O)c2cc(NS(=O)(=O)c3ccc(C)cc3)ccc2OC[C@H](C)N(C(=O)NC(C)C)C[C@@H]1C
Compound,2,12,17,18,20,21,22,27,29,31
RAD52 anneal inh,-19,-2,-16,-10,-5,-3,-11,16,-21,-6
INS-1E GSIS act,-7,-47,45*,4,-13,5,17,11,1,-12
XiGFP reactiv,-0.1,0.1,·,-0.1,-0.1,-0.1,-0.1,-0.7,-0.2,0.1
DENV2 CPE rescue,-1,-5,0,17,5,-6,2,8,3,?
E-selectin induc,-0.2,1.5,·,·,-0.1,3.6,·,·,0.0,-0.1
RAD54 inh,4,·,9,-14,-3,11,-4,4,·,-3
CFTR F508del cor,0.2,-2.9,-0.9,6.1,-1.6,-1.5,0.5,-2.1,3.4,-0.1
CASP6 VEID inh,·,1,2,-2,0,0,-4,3,0,·

Source: PubChem BioAssay
